Screening results as filed in PubChem BioAssay.
DT40 TDP1 no CPT = qHTS for Inhibitors of human tyrosyl-DNA phosphodiesterase 1 (TDP1): qHTS in cells in absence of CPT | DT40 Tdp1-/- hTDP1 cells, no CPT, ATP luminescence, 48 h | Potency, µM (highest dose often 46.2 µM), without a hit: top-dose activity change, negative = growth inhibition, usual class: inhibitors | actives 15% (n = 420,000) | AID 686978, 2013; note: nearly all actives have a fitted effect of over 55% in size
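Seeded 400 DT40-hTDP1 cells/well (vehicle DMSO, no 20 nM CPT); pinned compounds; ≥48 hr at 37 °C; CellTiter-Glo luminescence as viability measure.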
DT40 TDP1 CPT = growth inhibition of DT40 Tdp1-/-;hTDP1 cells with camptothecin (screen for TDP1 inhibitors); chicken DT40 Tdp1-/-;hTDP1 cells + 20 nM CPT, ATP luminescence, 48 h; Potency, µM (series often up to 46.2 µM), without a hit: at the top dose activity change, negative = growth inhibition, actives largely listed as inhibitors; actives 12% (n = 420,000); note: nearly all actives have a fitted effect of over 55% in size
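Cell growth measured by CellTiter-Glo luminescence after a minimum 48 h, 37 C compound exposure with 20 nM CPT in Tdp1-knockout DT40 cells stably expressing hTDP1, seeded 400/well; qHTS titration format.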
TDP1 inh = blocks human tyrosyl-DNA phosphodiesterase 1 | recombinant TDP1, AlphaScreen DNA substrate cleavage | Potency, µM (top dose mostly 130 µM), for inactives: top-dose activity change, negative = inhibition, most hits filed as inhibitors | actives 0.28% (n = 350,000) | AID 485290; note: nearly all actives have a fitted effect of over 40% in size
Target sequence (Q9NUW8 whole entry, looked up): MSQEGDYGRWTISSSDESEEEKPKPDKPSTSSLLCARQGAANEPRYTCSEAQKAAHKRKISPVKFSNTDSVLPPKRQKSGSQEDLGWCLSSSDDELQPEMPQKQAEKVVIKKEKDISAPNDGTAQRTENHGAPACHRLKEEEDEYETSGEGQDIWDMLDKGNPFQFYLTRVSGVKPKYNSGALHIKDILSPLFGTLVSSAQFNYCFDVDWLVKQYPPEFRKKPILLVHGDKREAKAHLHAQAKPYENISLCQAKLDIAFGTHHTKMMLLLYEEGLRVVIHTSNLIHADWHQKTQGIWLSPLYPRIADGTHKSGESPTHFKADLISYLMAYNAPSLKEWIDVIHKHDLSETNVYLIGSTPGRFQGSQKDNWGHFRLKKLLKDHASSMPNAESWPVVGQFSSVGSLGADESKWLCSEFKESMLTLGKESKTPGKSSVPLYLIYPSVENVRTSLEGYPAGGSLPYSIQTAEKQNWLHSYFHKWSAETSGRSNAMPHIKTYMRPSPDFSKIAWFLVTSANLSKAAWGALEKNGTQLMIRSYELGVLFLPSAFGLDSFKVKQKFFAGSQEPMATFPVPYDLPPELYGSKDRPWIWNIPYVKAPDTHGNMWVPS
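Enzyme-compound mixtures sat 15 min at room temperature, followed by a 5 min reaction with 15 nM final substrate and 10 min with AlphaScreen beads. Recombinant human Tdp1 was used at 1 nM final.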
* marks the source's active call; other numbers are inactive results; ? = inconclusive; . = not tested or not shown; & = joins results of further samples; [ ] = dose if it differs, or a comment. Calls come from the whole dose curve; as a rule, active = well fitted curve in the direction sought with a large enough effect; inconclusive = small, poorly fitted or top-dose-only effect, or another doubt; inactive = no such curve, though single readings can be large; an effect the other way counts as inactive or inconclusive. % is set by controls: 0 for no effect and ±100 for the full control effect; potency is the fitted concentration of half-maximal effect.

nr	Structure	DT40 TDP1 no CPT	DT40 TDP1 CPT	TDP1 inh
1	CC(NC(=O)C1CCC(C(C)(C)C)CC1)C(c1ccccc1)N1CCOCC1 (stereo not given)	23µM*	?	0%
2	COc1ccc(OCC(=O)N/N=C/c2ccc(N(C)C)cc2)cc1	-20%	-5%	5%
3	CCNC(=S)N(CCc1c(C)[nH]c2ccc(C)cc12)Cc1cccnc1	29µM*	?	.
4	Cc1cc(C)n2c(SC/C(O)=C(\C#N)c3nc4ccccc4[nH]3)nnc2n1	3%	-7%	?
5	O=C(CCl)N(C/C=C/c1ccccc1)c1ccc2c(c1)OCCO2	6.5µM*	3.7µM*	5%
6	CCSc1nc2c(c(=O)n(C)c(=O)n2C)n1Cc1ccc(Cl)cc1	18µM*	21µM*	.
7	Cc1cccc(C)c1NC(=O)c1sc(-n2nc(C)c(Cc3ccc4c(c3)OCO4)c2C)nc1C	-21%	-11%	1%
8	CCN(CC)S(=O)(=O)c1cccc(-c2nnc(SCC(N)=O)n2CCc2ccccc2)c1	-7%	-22%	-3%[56.1 µM]
9	O=C(NCCCN1CCOCC1)c1cc2nc(-c3ccco3)cc(C(F)(F)F)n2n1	0%	9%	-2%[0.0935 µM]
10	CCO[C@H]1OC(C(=O)O)=C[C@@H](C)[C@@H]1CCCO	3%	5%	4%
11	CC(C)n1nc(C(=O)Nc2nc3ccc(S(C)(=O)=O)cc3s2)c2ccccc2c1=O	-14%	-14%	10%
12	OCc1ccccc1O[C@@H]1O[C@H](CO)[C@@H](O)[C@H](O)[C@H]1O	4%&0%	-9%&16%	12%[56.1 µM]
13	CCOc1ccc(CNC(=O)CCCn2nc(C)c3sc4ccccc4c3c2=O)cc1	?	?	6%
14	CC(=O)Nc1cccc(NC(=O)c2cc(Cl)ccc2Cl)c1	-1%	6%	-4%
15	COc1cccc(C2=Nn3c(nnc3-c3ccccc3O)SC2)c1	?	?	7%&5%
16	O=C(CCC(=O)OCC(=O)c1ccc([N+](=O)[O-])cc1)Nc1ccccc1Cl	?	18µM*	4%
17	O=C(Nc1cccc(-c2nc3ccccc3c(=O)o2)c1)c1ccccc1	?	?	5%
18	N#Cc1ccccc1OCC(=O)NC1CCCCCC1	?	?	.
19	O=C(N/N=C/c1cccs1)c1cccc(S(=O)(=O)Nc2ccc(Cl)cc2)c1	?	?	-3%
20	COc1ccccc1N(C)S(=O)(=O)c1ccc(C)c(C(=O)NC(C)c2ccccn2)c1 (stereo not given)	?	?	-2%
21	Cn1cc(S(=O)(=O)c2ccccc2)n(C)c1=O	-3%	12%	3%
22	Cc1ccc(S(=O)(=O)NC(=O)C2(C)CCN2C(=O)c2ccc(C(F)(F)F)nc2C)cc1 (stereo not given)	-5%	-4%	.
23	Cc1cc2c(ncn2C)c(NS(=O)(=O)c2cc(Cl)ccc2Cl)c1C	-26%	-9%	-3%
24	O=C(OCc1cc(Cl)ccc1OC(F)F)c1cccnc1	-13%	7%	0%
25	N#Cc1c(-c2ccc(Cl)cc2)n(O)c2ccccc12	3.3µM*	3.3µM*	.
26	CSc1sc(-c2nnc(SCC(=O)Nc3ccc(Cl)cc3)n2C)c2c1C=CCC2	-22%	-22%	3%
27	CC(C)(C)C(=O)NC(=S)Nc1ccccn1	-28%	3%	3%
28	COc1ccc(C2(C)NC(=O)N(CC(=O)Nc3ccc(Br)c(C)c3)C2=O)cc1OC (stereo not given)	?	-17%	-1%[0.0935 µM]
29	CCCCC(=O)OC1CCC2C3CCc4cc(O)ccc4C3CCC12C (stereo not given)	18µM*	?	.
30	CC(=O)Nc1ccccc1C(=O)C(=O)Nc1ccc(C)c(F)c1	?	-26%	-3%
31	COC(=O)c1sccc1NC(=O)C1CCCCC1C(=O)O (stereo not given)	-1%	3%	5%
32	COC(=O)c1ccc(NC(=O)CN2C(=O)C3C4C=CC(C4)C3C2=O)cc1 (stereo not given)	-15%	-6%	-4%
33	CC(=O)N1CCN(c2ccc(NC(=O)c3cccc(F)c3)cc2)CC1	-6%	-2%	.
34	c1ccc(Nc2nnc(-c3cccc4ccccc34)o2)cc1	-9%	4%	-4%
35	Cc1cccc(C)c1N1CCN(C(=O)c2ccc3c(c2)OCO3)CC1	?	?	0%
36	COc1cc(OC)c(NC(=O)C(c2ccccc2)N2Cc3ccccc3C2=O)cc1Cl (stereo not given)	-23%	?	4%
37	Cc1nc2ccccc2nc1OCc1cccc(Cl)c1	15µM*	?	1%
38	COc1ccc(/C(C)=N/Nc2ccc(F)cc2F)c(O)c1	-3%	22%	9%
39	N#Cc1nccc2ccc(OCc3ccc(Br)cc3)cc12	-3%	-14%	.
40	O=C(/C=C/c1ccccc1)Nn1cnc2ccccc2c1=O	-98%	16µM*	-1%
41	CC(c1ccco1)N(C(=O)c1cccc(Br)c1)c1ccccn1 (stereo not given)	?	0%	13%
42	CCC(CC)C(=O)Nc1cccc(C(=O)NCCc2ccc(S(N)(=O)=O)cc2)c1	-16%	-9%	2%
43	COC(=O)c1c(N)n(-c2ccc(OC)c(OC)c2)c2nc3ccccc3nc12	9.2µM*	5.8µM*	.
44	O=C(CSc1nc(-c2ccc(F)cc2)[nH]c1-c1ccccc1)NCC1CCCO1 (stereo not given)	16µM*	29µM*	2%
45	CCOC(=O)c1[nH]c(C)c(C(=O)NCCCN2CCOCC2)c1C	-9%	-8%	2%
46	Cc1ccc(NC(=O)c2c(C)oc3ncnc(N4CCCCC4)c23)c(C)c1	?	18µM*	4%
47	CC(C)c1ccc(NC(=O)c2ccc(Br)o2)cc1	-24%	?	2%
48	CCN(CC)C(=O)Oc1ccc2c(=O)c(-c3ccccc3)coc2c1	?	?	3%
49	Cc1cc(=O)n2nc(N3CCCC3C(=O)NCCCN3CCCCC3)sc2n1 (stereo not given)	1%	5%	2%
50	Cc1cccc(N(C(=O)c2snc(C(N)=O)c2N)C(C(=O)NCC2CCCO2)c2c[nH]c3ccccc23)c1 (stereo not given)	?	?	.
51	NC(=O)c1ccc(NC(=O)COC(=O)c2ccc3c(c2)OCO3)cc1	-24%	-4%	-2%
52	CCn1ccnc1CN(C)Cc1cn(-c2ccc(C)cc2)nc1-c1ccc(F)cc1	?	?	11%
53	COc1ccc(OC)c(S(=O)(=O)Nc2cccc(-c3ccc(N4CCCCC4)nn3)c2)c1	-28%	-3%	-2%
54	O=C1CN(C(=O)COC(=O)c2cccc(S(=O)(=O)NCc3ccccc3)c2)c2ccccc2N1	3%	-16%	2%
55	COC(=O)c1c(NC(=O)CCCOc2cccc(C)c2)sc2c1C(C(=O)OC)CC2 (stereo not given)	15µM*	16µM*	-6%[12.3 µM]
56	COC(=O)c1ccc(CN2C(=O)C(C)N(C(=O)c3c(F)cccc3F)c3ccccc32)cc1 (stereo not given)	8.2µM*	15µM*	.
57	CNc1cncc(-c2cc(OC)ccc2OC)n1	-11%	-6%	.
58	COc1ccc(C2CC(c3ccccc3)Nc3ncnn32)cc1 (stereo not given)	-9%	-22%	3%
59	COc1cccc(C(c2nnnn2Cc2ccccc2)N2CCN(C(=O)c3ccco3)CC2)c1OC (stereo not given)	23µM*	?	5%
60	O=C(N/N=C\c1ccccc1O)c1ccccc1O	0.53µM*	0.53µM*	32µM*

Reprinted at random: 5 records from the list
nr	Structure	DT40 TDP1 no CPT	DT40 TDP1 CPT	TDP1 inh
52	CCn1ccnc1CN(C)Cc1cn(-c2ccc(C)cc2)nc1-c1ccc(F)cc1	?	?	11%
51	NC(=O)c1ccc(NC(=O)COC(=O)c2ccc3c(c2)OCO3)cc1	-24%	-4%	-2%
48	CCN(CC)C(=O)Oc1ccc2c(=O)c(-c3ccccc3)coc2c1	?	?	3%
47	CC(C)c1ccc(NC(=O)c2ccc(Br)o2)cc1	-24%	?	2%
58	COc1ccc(C2CC(c3ccccc3)Nc3ncnn32)cc1 (stereo not given)	-9%	-22%	3%

(next part)
nr	Structure	DT40 TDP1 no CPT	DT40 TDP1 CPT	TDP1 inh
61	O=C(NC(=S)N1CCCc2ccccc21)c1ccco1	-10%	4%	8%
62	COc1cc(NC(=O)COC(=O)c2cc(S(=O)(=O)N3CCCCC3)ccc2Cl)c(C)cc1[N+](=O)[O-]	-5%	2%	3%
63	COc1ccc(NC(=O)CN(C)S(=O)(=O)c2ccccc2)cc1OC	-13%	-9%	3%
64	CC(C)c1ccc(NC(=O)C2CCN(c3nc(-c4ccc(C(C)C)cc4)no3)CC2)cc1	13µM*	13µM*	8%
65	CCS(=O)(=O)N1CCN(C(=O)CC(C)C)CC1	11%	13%	5%
66	CCCS(=O)(=O)N1CCCC(C(=O)NCCc2ccc(OC)c(OC)c2)C1 (stereo not given)	-19%	2%	8%
67	C[C@@]12C(=O)Nc3ccc(F)cc3C(=O)N1[C@H]1c3cc(Br)ccc3OC[C@@H]1[C@@H]2c1ccccc1	23µM*	?	0%
68	CCc1ccc(NC(=O)CC2C(=O)N(c3ccc(C)cc3)C(=O)N2CCc2ccncc2)cc1 (stereo not given)	23µM*	?	5%&9%
69	Cc1cc(Cl)ccc1NC(=O)C1CCN(S(=O)(=O)c2ccc3[nH]c(=O)ccc3c2)CC1	-11%	-28%	-2%
70	COc1cc(OC)c(/C=C/c2cc3ccccc3c[n+]2C)c(OC)c1	1µM*	0.5µM*	.
71	NNC(=O)CNC(c1ccccc1)c1cc(Br)ccc1NC(=O)c1ccccc1Br (stereo not given)	-6%	-5%	3%
72	CC(NC(=O)COC(=O)CCc1nc2ccccc2c(=O)[nH]1)c1ccccc1 (stereo not given)	10%	-12%	5%
73	O=C(c1ccc(-c2ccccc2)c(F)c1)C1CCCN(CCCn2cccn2)C1 (stereo not given)	?	16µM*	.
74	COc1ccc(OC)c(-c2oc3ccccc3c(=O)c2O)c1	?	-21%	-4%
75	COc1ccc([N+](=O)[O-])cc1NC(=O)c1cc(C)c(C)o1	3%	8%	0%
76	O=C1OC(Oc2ccccc2)(c2ccccc2)c2ccccc21 (stereo not given)	-29%	5%	-8%
77	COc1ccc(NC(=O)c2c(NC(=O)c3cccc(C)c3)sc3c2CCC3)cc1	3%	8%	.
78	Cc1cc(C)c[n+](CC(=O)c2ccc(C)c([N+](=O)[O-])c2)c1	19%	2%	.
79	CC(C)=C(C)c1cc2nc(NCCCN(C)C)n(C)c(=O)c2s1	-22%	0%	.
80	Nc1ccc(C(=O)N/N=C/c2cn(Cc3cccc(F)c3)c3ccccc23)cc1	?	?	4%[56.1 µM]
81	O/N=C(\COc1ccccc1O)c1ccccc1	-16%	2%	2%
82	CCC(C)[C@H](NC(=O)NC1CCCc2ccccc21)C(=O)OC (stereo not given in full)	-23%	-16%	3%
83	Cc1ccc(S(=O)(=O)N2CCN(C(=O)Cc3ccccc3)CC2)cc1	-3%	-14%	2%
84	O=C(c1ccc2c(=O)n(-c3ccccc3)c(=O)[nH]c2c1)N1CCCCC1	?	?	5%
85	CN=C(Nc1ccc(Br)cc1)SC1CC(=O)N(c2ccc(OC)cc2)C1=O (stereo not given)	?	?	-1%
86	COCCCn1nnnc1SCC(=O)N1CCCC1	-9%	-15%	2%
87	COc1ccc(CN(C)CC(=O)Nc2ccc(Cl)cc2C(F)(F)F)c(OC)c1	16µM*	21µM*	-8%
88	C/C=C/c1ccc(OCCOc2cccc3cccnc23)c(OC)c1	?	?	-1%
89	CCc1ccccc1NC(=O)Cn1c(=O)n(-c2ccc(CC(=O)NCC3CCCO3)cc2)c(=O)c2ccccc21 (stereo not given)	-2%&-26%	0%&-6%	2%&-1%
90	CN1CC2([N+](=O)[O-])CC=C(Oc3ccccc3)C([N+](=O)[O-])(C1)C2 (stereo not given)	-29%	-16%	4%

Arranged by length of the SMILES (ascending): four of the compounds above.
nr	Structure	DT40 TDP1 no CPT	DT40 TDP1 CPT	TDP1 inh
48	CCN(CC)C(=O)Oc1ccc2c(=O)c(-c3ccccc3)coc2c1	?	?	3%
23	Cc1cc2c(ncn2C)c(NS(=O)(=O)c2cc(Cl)ccc2Cl)c1C	-26%	-9%	-3%
12	OCc1ccccc1O[C@@H]1O[C@H](CO)[C@@H](O)[C@H](O)[C@H]1O	4%&0%	-9%&16%	12%[56.1 µM]
54	O=C1CN(C(=O)COC(=O)c2cccc(S(=O)(=O)NCc3ccccc3)c2)c2ccccc2N1	3%	-16%	2%
